tim23-1 inh = growth inhibitors of tim23-1 mutant yeast, primary screen, luminescence, uHTS. S. cerevisiae tim23-1 growth, BacTiter-Glo luminescence, 24 h. inhibition, % at 20 µM. actives 1.3% (n = 330,000);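 active = growth inhibition of the mutant yeast at or above 50%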;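 also: temperature-sensitive mutant grown at 25 °C; plate controls were DMSO-treated mutant yeast for no effect and medium wells lacking yeast for full effect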
NR3A LBD binder = binders of NR3A ligand-binding domain, primary screen, biophysical, differential scanning fluorimetry, uHTS; NR3A LBD differential scanning fluorimetry, Tm shift; 0% = protein alone, 100% = glycine-bound protein; Tm shift relative to glycine control, % at 25 µM; actives 2.5% (n = 340,000); AID 1259313, 2017;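 active = melting temperature shift of at least 10% of the positive control shift, at one fixed dose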
beta cell repl = inducers of MIN6 beta-cell proliferation, primary screen, ATP luminescence, uHTS | actives 0.29% (n = 330,000) | AID 2380, 2010 | proliferation, % at 10 µM | MIN6 cells proliferation, ATPlite luminescence, 48 h; cells starved in 0.2% serum; 100% = growth in 10% serum;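 active = compounds whose signal lies at least 3.5 SD above the mean of all wells on their plate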;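 also: 0% = DMSO-treated cells in low-serum medium and 100% = 10% serum control; some compounds called inactive have numbers as strong as hits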
APJ ag = agonists of human apelin receptor APJ, primary screen, CHO-K1 cells, PathHunter beta-arrestin, luminescence; P35414; 0% DMSO wells, 100% apelin; activation, % at 20 µM; actives 0.11% (n = 330,000); AID 2520, 2010;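 active = activation more than six SD over the plate average, tested at 20 µM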;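 also: 0% = DMSO alone and 100% = apelin-13 at 10 nM; some results filed as inactive read as strong as hits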
Target sequence (P35414 whole entry, looked up): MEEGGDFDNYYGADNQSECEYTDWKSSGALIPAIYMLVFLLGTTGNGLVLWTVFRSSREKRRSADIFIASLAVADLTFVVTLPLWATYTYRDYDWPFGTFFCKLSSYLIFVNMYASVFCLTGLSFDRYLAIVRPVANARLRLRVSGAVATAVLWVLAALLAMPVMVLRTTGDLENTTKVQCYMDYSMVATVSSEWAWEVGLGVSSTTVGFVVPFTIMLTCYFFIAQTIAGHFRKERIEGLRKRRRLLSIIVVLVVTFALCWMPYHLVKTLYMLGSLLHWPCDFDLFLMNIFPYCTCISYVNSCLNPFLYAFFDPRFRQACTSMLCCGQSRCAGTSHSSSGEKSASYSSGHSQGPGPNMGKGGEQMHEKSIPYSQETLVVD
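Assay system – PathHunter CHO-K1 APJ (AGTRL-1) beta-arrestin reporter cells · Compound – one dose, 20 µM compound, 1% DMSO · Timing – compound 90 min 25 °C, reagent 1 h · Measured by – luminescence from split beta-galactosidase complementation, Galacton Star/Emerald II substrate · Measure – beta-arrestin recruitment to APJ as agonist activity, luminescent signal · Benchmarks – DMSO vs Apelin-13 10 nM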
MPTP inh = mitochondrial permeability transition pore inhibitors, primary screen, biochemical, isolated mouse mitochondria, absorbance; Ca2+ swelling absorbance, 30 min; inhibition, % at 10 µM; actives 1.4% (n = 360,000);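 active = inhibition of 50% or more, scaled per plate between neutral and stimulator controls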;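 also: 0% = DMSO wells given calcium and 100% = 1 mM EGTA wells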
APJ antagonist = antagonists of human apelin receptor APJ, primary screen, CHO-K1 cells, beta-arrestin complementation, luminescence; P35414; inhibition, % at 20 µM; actives 0.32% (n = 330,000); AID 2521, 2010;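 active = inhibition above about 40% at 20 µM, limit read from the data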;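 also: cells challenged with 10 nM apelin-13 agonist together with compound; plate controls were apelin-13 plus DMSO wells for no effect and DMSO wells lacking apelin-13 for full effect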
tim10-1 inh = growth inhibitors of tim10-1 mutant yeast, primary screen, luminescence, uHTS; AID 463190, 2010; inhibition, % at 20 µM; actives 2.2% (n = 330,000); S. cerevisiae tim10-1 ts strain growth, BacTiter-Glo, 24 h;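 active = inhibition of at least 40%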;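 also: mutant grown at 25 °C; 0% = DMSO wells with yeast and 100% = wells holding no yeast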
TIM10 inh = growth inhibitors of isogenic TIM10 control yeast, primary screen, counter-screen for tim10-1 yeast inhibitor project, luminescence, uHTS. inhibition, % at 10 µM. AID 463195, 2010. actives 1.4% (n = 330,000). S. cerevisiae TIM10 strain growth, BacTiter-Glo luminescence, 24 h;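 active = inhibition of 40% or more at the single tested concentration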;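 also: wild-type TIM10 isogenic control strain grown at permissive 25 °C; 0% = DMSO yeast wells and 100% = minimal medium wells without yeast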
NLRP3 yeast inh = NALP3 inflammasome inhibitors in reconstituted yeast, primary screen, luminescence, uHTS | Yeast reconstituted NLRP3/ASC/caspase-1, beta-gal luminescence, 24 h | inhibition, % at 10 µM | actives 0.39% (n = 330,000) | AID 2825, 2010;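 active = inhibition of 50% or more; inactive = inhibition below 50%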;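 also: plate controls were induced DMSO wells for no effect and uninduced yeast grown without galactose for full effect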
Active calls of the source: *.

Results follow in this order: tim10-1 inh	MPTP inh	NLRP3 yeast inh	beta cell repl	TIM10 inh	APJ ag	NR3A LBD binder	APJ antagonist	tim23-1 inh
1	O=C(NCCCn1ccnc1)C1CC(c2cccc(Br)c2)=NO1 (centres undefined)
→ -3	-1.7	9	-2	-7	-6	1	-13	-6
2	Cc1ccc(Cl)cc1NC(=O)CN1CCN(C(=O)C2CCCO2)CC1 (centres undefined)
→ 0	0.1	15	3	-2	4	-1	15	2
3	CSc1sc(C(=O)NN)c2c1C(O)CCC2 (centres undefined)
→ 9	-0.6	14	0	7	14	-1	-9	6
4	N#CC(C(=O)Nc1ccccc1)=C1CCCCC1
→ 25	1.0	-2	-3	23	4	0	-7	26
5	Cc1cc(C)c(C)c(S(=O)(=O)N2CCN(C(=O)c3ccncc3)CC2)c1C
→ 20	-0.5	-1	-1	6	-1	0	-6	15
6	Cc1ccc(S(=O)(=O)N2CCOCC2)cc1NC(=O)COC(=O)c1cc(=O)[nH]c2ccccc12
→ 14	0.1	-2	0	1	-1	0	2	7
7	CCCC1=C(C(=O)OCC)C(c2ccc(F)cc2)n2ncnc2N1 (centres undefined)
→ 23	-1.4	-8	-3	9	-2	3	11	6
8	Cc1cc(C)c2[nH]c(=O)c(CN(CC3CCCO3)S(=O)(=O)c3ccc4c(c3)OCCO4)cc2c1 (centres undefined)
→ 38	-1.7	5	2	19	5	0	4	20
9	CN(C)c1ccc(N=Nc2ccccc2C(=O)OCC(=O)N(C)c2ccccc2)cc1
→ 29	3.2	40	-5	24	-4	-4	8	33
10	O=C(c1ccc2ncsc2c1)N1CCN(c2ccccc2Cl)CC1
→ 49*	-0.7	13	1	18	-1	0	-2	42
11	Cc1[nH]c2ccccc2c1/C=N/NC(=S)NC(C)C
→ 39	3.1	12	4	40	-5	-1	-30	47
12	Cc1ccccc1NC(=O)NC1(C(=O)N2CCOCC2)CCCCC1
→ 4	0.3	-9	0	15	-1	-1	-5	2
13	COc1ccc(-c2cc(C(F)(F)F)n3nc(C(=O)N4CCN5CCCC5C4)cc3n2)cc1OC (centres undefined)
→ 7	0.9	14	1	9	2	-3	5	12
14	CC(=O)c1ccc(N2CCN(CC(=O)N(CC(C)C)c3c(N)n(CC(C)C)c(=O)[nH]c3=O)CC2)cc1
→ 10	2.6	15	-3	-10	0	1	-1	23
15	O=C(/C=C(O)/C=C/c1ccc(O)cc1)/C=C/c1ccc(O)cc1
→ 4	75*	16	-7	29	-8	19*	-1	22
16	C#CCCCCCCCCC(=O)NCCCC
→ 6	-1.3	21	-1	8	-6	-3	11	17
17	Cc1ccc(NC(=O)c2nc[nH]c2C(=O)NCCCNC(=O)c2[nH]cnc2C(=O)Nc2ccc(C)cc2)cc1
→ 11	0.8	6	-6	3	0	7	-18	20
18	COc1ccc(N(C(=O)c2cccnc2)S(=O)(=O)c2ccc3c(c2)n(C)c(=O)n3C)cc1
→ 14	-0.2	15	-2	10	-1	0	19	1
19	CCOC(=O)[C@H]1[C@H]2COc3ccc(OC)cc3[C@@H]2N2C(=O)c3cc(OC)ccc3NC(=O)[C@@]12C
→ 15	0.4	0	0	11	4	-1	-7	24
20	COc1cccc(NC(=O)c2nn(C)c3c2CS(=O)(=O)c2ccccc2-3)c1
→ 1	-2.0	20	1	4	1	-7	-1	-7
21	NC(=O)c1ccccc1-c1nc(-c2ccccc2)no1
→ 19	0.8	12	1	3	5	1	3	10
22	Cc1ccccc1NC(=O)CC(C)S(=O)(=O)c1ccc2c(c1)NC(=O)CO2 (centres undefined)
→ -10	-1.0	-7	-2	-2	-4	-1	12	1
23	CCOC(=O)c1c(NC(=O)CCCC(=O)O)sc2c1CCC2
→ 10	1.1	14	2	1	-1	0	4	19
24	Cc1coc2c(C)c3oc(=O)c(CC(=O)N[C@@H](CC(C)C)C(=O)O)c(C)c3cc12
→ 8	-0.1	1	3	-1	0	-3	-1	14
25	O=C(c1ccc(Cl)cc1)C1CCN(C(=O)c2ccc(F)cc2)CC1
→ 5	-0.1	4	0	-8	-1	0	4	25
26	O=C(CSc1nccn1Cc1ccc(F)cc1)NC1CCCC1
→ 9	0.0	19	0	-3	3	-2	4	5
27	CCCc1ccc(OCc2ccccc2)c2c(=O)cc(C(=O)OCC)oc12
→ -7	2.6	-26	0	-2	1	2	2	-3
28	CC(NS(=O)(=O)c1ccc2c(c1)c(=O)n(C)c(=O)n2C)C(=O)NC1CCCCC1 (centres undefined)
→ -15	0.5	10	-2	2	0	-2	10	6
29	COCCn1c(COc2cccc(OC)c2)nnc1SCC(=O)NC1CCCCC1
→ -4	-1.3	13	-2	14	1	-1	12	11
30	COc1ccccc1CCNC(=O)C(=O)NCC1OCCN1S(=O)(=O)c1ccc([N+](=O)[O-])cc1 (centres undefined)
→ 12	-0.7	20	-4	2	12	-5	-96	9

Results in sequence from above:
NR3A LBD binder for entries 24–29 → -3, 0, -2, 2, -2, -1
tim23-1 inh for entries 24–29 → 14, 25, 5, -3, 6, 11
APJ ag for entries 24–29 → 0, -1, 3, 1, 0, 1

Further compounds:
Results follow in this order: tim10-1 inh	MPTP inh	NLRP3 yeast inh	beta cell repl	TIM10 inh	APJ ag	NR3A LBD binder	APJ antagonist	tim23-1 inh
31	COc1ccc2c(c1OC)C(=O)OC2N1C(=O)CC[C@H]1C(=O)Nc1ccc2c(c1)OCO2 (some centres undefined)
→ -6	-2.0	24	-3	-13	-1	-2	-19	-7
32	CCOC(=O)C1CCCN(S(=O)(=O)CCNC(=O)c2ccccc2)C1 (centres undefined)
→ 6	0.2	6	-3	13	0	1	-6	4
33	CC(=O)Nc1cccc(OCCCNC(=O)C2CCC2)c1
→ 5	1.5	-4	-2	10	-4	1	-10	10
34	Clc1ccc(OCCN2CCCCC2)cc1Cl
→ -11	2.4	8	-2	-9	-4	-7	13	3
35	COc1ccc(/C=C/C(=O)OCC(=O)NCc2ccco2)c(OC)c1
→ 20	-2.1	10	-2	3	-4	-2	6	6
36	COc1cc(/C=C/C(=O)OC[C@H]2O[C@H](OC3(CO)OC(CO)C(O)C3O)[C@H](O)[C@@H](O)[C@@H]2O)ccc1O (some centres undefined)
→ 3	-0.6	24	-1	12	-2	1	-6	13
37	c1ccc(C(c2ccccc2)c2ccn[nH]2)cc1
→ 44*	1.1	0	0	2	-5	-1	-27	24
38	CCCCN(Cc1cc2cc(OC)ccc2[nH]c1=O)S(=O)(=O)c1ccc(C)cc1
→ 26	2.7	18	-5	9	6	-27	3	24
39	O=C(CCC(F)(F)F)N1CCCC(CO)(CCc2ccccc2)C1 (centres undefined)
→ 13	-0.4	15	-2	6	-2	4	16	14
40	O=C(CSc1nc(=O)n(CCCN2CCOCC2)c2c1CCCC2)Nc1ccc(Cl)cc1
→ -11	-0.1	13	1	13	-1	1	13	-18
41	Nc1nnc(/C=C/c2ccccc2)s1
→ 6	1.2	15	1	18	-1	1	-9	4
42	O=C1CN(C(=O)COC(=O)C2CC(=O)N(Cc3ccco3)C2)c2ccccc2N1 (centres undefined)
→ -12	0.5	11	-2	6	-4	0	10	-4
43	c1ccc(-c2csc(N3CCOCC3)n2)cc1
→ 19	-0.1	-29	1	16	-2	0	-17	11
44	COc1ccccc1N1CCN(C(=O)C(CC(C)C)NC(=O)C2CCCCC2)CC1 (centres undefined)
→ -4	-2.3	9	-2	11	-3	0	16	24
45	O=C(c1cc(COc2ccc(F)cc2Cl)on1)N1CCC(c2ccncc2)CC1
→ 33	30	-3	-7	33	0	-1	7	-7
46	CSc1ccc(S(=O)(=O)N2CCC(C(=O)NCc3cccnc3)CC2)cc1
→ -8	-0.5	-3	0	8	-2	-1	10	2
47	COC(=O)Cc1ccc(NC(=S)N2CCN(c3ccccn3)CC2)cc1
→ 12	-0.6	13	0	4	4	-4	14	25
48	O=C(Cc1csc(NC(=O)Nc2ccc(Cl)cc2)n1)NCc1ccccn1
→ 10	18	20	-3	6	-5	2	-25	-1
49	O=C(NCc1ccc(Cl)cc1)c1cc2c(s1)CS(=O)(=O)C2
→ -4	-0.8	30	-1	-6	-1	-2	7	-4
50	O=S(=O)(c1ccc(-c2csc(Nc3ccc(Br)cc3)n2)cc1)N1CCCC1
→ 8	60*	-2	-1	4	-1	25*	-4	5
51	CCOc1ccc(C(C(=O)NC(C)(C)C)N(CCOC)C(=O)CCC(=O)Nc2ccccn2)cc1 (centres undefined)
→ -4	-1.6	21	0	5	-1	1	16	9
52	O=C(COc1ccc(Cl)cc1)Nc1ccc2c(c1)OCO2
→ 18	-0.4	35	0	7	-2	-11	7	46
53	Cc1cc(C)cc(N(C(=O)CNC(=O)c2ccco2)C(C(=O)NC2CCCC2)c2ccncc2)c1 (centres undefined)
→ 23	-2.3	13	1	-10	-1	0	-2	8
54	Cc1cc2oc(=O)cc(CSc3nnc(C)n3N)c2cc1C(C)C
→ -1	0.9	16	-1	3	2	1	6	16
55	COc1ccc(OC)c2sc(NNC(=O)COc3ccccc3)nc12
→ -4	-0.8	16	0	-12	0	0	-21	5
56	CCOC(=O)Cc1csc(NC(=O)c2cccnc2)n1
→ 9	0.3	21	3	-20	-4	1	6	-7
57	CCOc1ccc2ncc(S(=O)(=O)c3ccc(C)cc3)c(N3CCC4(CC3)OCCO4)c2c1
→ 28	12	-12	0	26	3	-2	15	21
58	COc1ccc(OC)c(S(=O)(=O)N2CCC(C(=O)NC3CCCC3)CC2)c1
→ -20	-0.7	13	-1	9	-3	-3	23	-2
59	C(=N\N1CCOCC1)/c1cccs1
→ -6	0.2	10	-3	8	-4	7	1	-2
60	CS(=O)(=O)c1cnc(-c2ccccc2)nc1Sc1ccc(F)cc1
→ -43	1.1	6	0	-9	18*	-5	-17	-14
